BRCA1 expr up – qHTS Assay to Identify Small Molecule Activators of BRCA1 Expression; MCF7-BRCA1-FFLuc reporter, luminescence, 48 h; response scale: scaled: vehicle 0%, 10 µM genistein 100%; Potency, µM (series often up to 46.1 µM), inactives show at the top dose activation, most hits filed as activators; hit rate 1.1% among 380,000; AID 624202, 2012; note: potency is the fitted concentration of half-maximal effect; nearly all actives have a fitted effect of over 80% in size; some results filed as inactive show a strong effect at the top dose
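Quantitative HTS in MCF7 cells stably reporting BRCA1 expression via firefly luciferase. Compound treatment lasts 48 h at 37 °C in phenol-red free MEM. Activation is expressed relative to genistein at 10 microM and DMSO.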
uPA surface inh – qHTS for Inhibitors of Cell Surface uPA Generation; Potency, µM (doses to about 38.3 µM), without a hit: at the top dose activity change, negative = inhibition, hits mostly inhibitors; AID 540303, 2011; cell surface uPA generation assay, qHTS; hit rate 0.31% among 330,000; active = well fitted inhibition curve with a large enough effect; inconclusive = small, poorly fitted or top-dose-only effect; inactive = no such curve, though single readings can be large or run the other way; tested in mouse RAW 264.7 cells; note: potency is the fitted concentration of half-maximal effect; % is set by controls: 0 for no effect and ±100 for the full control effect; nearly all actives have a fitted effect of over 55% in size
p53 reactivator – qHTS assay for re-activators of p53 using a Luc reporter; hit rate 0.063% among 320,000; Potency, µM (highest dose often 92.2 µM), without a hit: at the highest dose activity change, positive = activation, usual class: activators; H1299 p53-A138V BP100-luciferase reporter, luminescence, 24 h; note: potency is the fitted concentration of half-maximal effect; % of control where 0% means no effect; nearly all actives have a fitted effect of over 45% in size
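H1299 (p53-null), stable ts p53-A138V + BP100-Luc; 1000 cells/well, Opti-MEM/10% FBS; cpd 4 pt, 1:5; 24 h, 37 deg C, 5% CO2; detection reagent 10 min RT; luminescence.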
S-ASM inh – Inhibitors of Secretory Acid Sphingomyelinase (S-ASM): qHTS; placental ASM, HMU-PC fluorogenic substrate, 60 min; Sphingomyelin phosphodiesterase (Homo sapiens), P17405; Potency, µM (series often up to 57.5 µM), for inactives: at the top dose activity change, negative = inhibition, actives largely listed as inhibitors; hit rate 0.006% among 340,000; note: potency is the fitted concentration of half-maximal effect
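HMU-PC0 cleavage (9 uM final) by human placental ASM, 60 min at 37 °C following 10 min compound exposure at RT; stopped at pH 10, fluorescence Ex 386/Em 447 nm.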
PTAP TSG101 blk – qHTS Assay for Iinhibitors of HIV-1 Budding by Blocking the Interaction of PTAP/TSG101; Fluorescence polarization, FITC-PTAP peptide / Tsg101 binding; Potency, µM (titrated, usually from 115 µM), without a hit: top-dose activity change, negative = inhibition, most hits filed as inhibitors; AID 493005, 2010; 340,000 tested, under 10 active; Tumor susceptibility gene 101 protein (Homo sapiens), Q99816; active = well fitted inhibition curve with a large enough effect in the main read-out, with a control signal flat, not every such curve was filed as active; inconclusive = small, poorly fitted or top-dose-only effect, or effect the other way, or a change in a side signal; inactive = no such curve, though single readings can be large or run the other way; note: potency is the fitted concentration of half-maximal effect; % of control where 0% means no effect
Target sequence (Q99816 whole entry, looked up): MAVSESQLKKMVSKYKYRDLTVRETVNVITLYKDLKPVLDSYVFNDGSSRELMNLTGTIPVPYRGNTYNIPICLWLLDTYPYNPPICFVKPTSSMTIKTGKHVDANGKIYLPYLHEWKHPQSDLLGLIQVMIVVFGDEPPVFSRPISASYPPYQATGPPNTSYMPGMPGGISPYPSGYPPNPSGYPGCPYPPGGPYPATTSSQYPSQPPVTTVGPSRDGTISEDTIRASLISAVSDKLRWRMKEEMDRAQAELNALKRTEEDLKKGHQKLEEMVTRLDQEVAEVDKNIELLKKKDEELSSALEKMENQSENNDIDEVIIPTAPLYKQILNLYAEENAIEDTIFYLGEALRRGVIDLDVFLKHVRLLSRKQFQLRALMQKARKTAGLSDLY
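Fluorescence anisotropy tracks displacement of a FITC-tagged PTAP peptide (50 nM) from the Tsg101 binding domain (10 uM), following a 20 min room-temperature incubation at pH 7.5.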
ELG1 genotoxic – qHTS screen for small molecules that induce genotoxicity in human embryonic kidney (HEK293T) cells expressing luciferase-tagged ELG1 | hit rate 1.3% among 330,000 | Potency, µM (highest dose often 46 µM), for the others: at the highest dose activity change, positive = activation, hits mostly activators | HEK293T ELG1-luciferase reporter, luminescence, 16 h | AID 504466, 2011; note: potency is the fitted concentration of half-maximal effect; % of control where 0% means no effect; nearly all actives have a fitted effect of over 60% in size
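Genotoxicity was scored as increased ELG1-luciferase reporter signal, measured by ONE-Glo luminescence (30 min, room temperature). Compound or vehicle exposure of the HEK293T reporter cells lasted 16 hr at 37°C.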
TRPV1 ag – HTS Assay for Compounds that Act as Agonists of the Vanilloid Receptor 1; activation, % at 8.33 µM; hit rate 0.19% among 320,000; TRPV1-expressing cells, Fluo-8 calcium influx, agonist mode; in the data active = activation above about 80%; inconclusive = between about 30% and that limit; note: 0% is about no effect
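TRPV1-expressing cells were cultured overnight at 35.5C and loaded with Fluo-8 calcium dye for 40 to 90 min at room temperature. After a 10 s baseline, compound was added and calcium influx was read kinetically for 3 min (ex 480/em 520 nm).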
a7 integrin act – qHTS for Activators of Integrin-Mediated Alleviation for Muscular Dystrophy. alpha7betagal myoblasts, beta-gal FDG fluorescence, 48 h. Potency, µM (series often up to 38.3 µM), inactives show at the highest dose activation, actives largely listed as activators. hit rate 0.064% among 350,000;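 note: potency is the fitted concentration of half-maximal effect; 100% = response of the positive control SU9516; nearly all actives have a fitted effect of over 60% in size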
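alpha7betagal+/- myoblasts (passage 13, 250/well) treated 48 h at 37C with compounds at 1:260 dilution of DMSO stock. Lysed, then beta-galactosidase activity read as FDG fluorescence (ex 480/em 540) after 30 min, with pre-read for autofluorescence.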
USP2a inh – qHTS Assay for Inhibitors of Ubiquitin-specific Protease USP2a Using CHOP2 as the Reporter; Ubiquitin carboxyl-terminal hydrolase 2 (Homo sapiens), O75604; hit rate 0.01% among 330,000; Potency, µM (doses to about 38.3 µM), for the others: at the top dose activity change, negative = inhibition, most hits filed as inhibitors; USP2 core, Ub-CHOP2 coupled fluorogenic reporter, 485/531;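 note: potency is the fitted concentration of half-maximal effect; plate controls were DMSO wells for no effect and full inhibition by NEM control for full effect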
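USP2 core (10nM final) preincubated 30min RT with compound in 20mM Tris-HCl pH 8.0, 2mM CaCl2, 2mM beta-mercaptoethanol, 0.05% CHAPS; 25nM Ub-CHOP2 plus 25nM reporter substrate added, fluorescence (Ex485/Em531) read after 60min.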
B2AR arrestin – qHTS assay of beta-arrestin-biased ligands of beta2-adrenergic receptor; Beta-2 adrenergic receptor (Homo sapiens), P07550; beta-arrestin recruitment to beta2AR, cell-based reporter; Potency, µM (doses to about 46.1 µM), for inactives: at the top dose activation, usual class: activators; hit rate 0.02% among 330,000; AID 492947, 2010;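 note: potency is the fitted concentration of half-maximal effect; 0% = DMSO controls and full agonism = EC100 isoproterenol or metaproterenol; nearly all actives have a fitted effect of over 65% in size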
Target sequence (P07550 whole entry, looked up): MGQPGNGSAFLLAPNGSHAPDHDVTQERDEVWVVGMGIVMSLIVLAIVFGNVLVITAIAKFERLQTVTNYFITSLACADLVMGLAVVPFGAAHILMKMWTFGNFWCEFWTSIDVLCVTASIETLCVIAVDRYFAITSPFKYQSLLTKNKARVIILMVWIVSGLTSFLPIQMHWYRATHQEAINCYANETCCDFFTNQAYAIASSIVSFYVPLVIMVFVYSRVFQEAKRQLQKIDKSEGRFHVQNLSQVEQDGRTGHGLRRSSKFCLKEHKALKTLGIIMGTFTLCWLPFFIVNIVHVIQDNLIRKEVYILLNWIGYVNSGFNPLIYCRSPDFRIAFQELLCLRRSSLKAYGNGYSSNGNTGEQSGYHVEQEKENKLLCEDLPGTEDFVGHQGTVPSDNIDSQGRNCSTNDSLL
Eya2 inh – qHTS Assay for Inhibitors of the Phosphatase Activity of Eya2 | hit rate 0.006% among 330,000 | AID 488837, 2010 | recombinant Eya2, OMFP fluorescence dephosphorylation (OMFP is methylfluorescein phosphate) | Potency, µM (titrated, usually from 76.9 µM), without a hit: top-dose activity, negative = inhibition, most hits filed as inhibitors; note: potency is the fitted concentration of half-maximal effect; % is set by controls: 0 for no effect and ±100 for the full control effect
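Eya2 protein (added as 0.2 uM solution) was preincubated with compound for 10 min at ambient temperature in 50 mM HEPES pH 7.5, 50 mM NaCl, 5 uM MgCl2, 0.05% BSA, 1 mM DTT. OMFP (added at 50 uM) then reacted 10 min; fluorescence read at 485/525 nm.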
Numbers without * were called inactive; i = inactive; ? = inconclusive; · = not tested or not shown; [ ] = dose if it differs, or a comment. Unless noted, calls come from the whole dose curve; as a rule, active = well fitted curve in the direction sought with a large enough effect; inconclusive = small, poorly fitted or top-dose-only effect, or another doubt; inactive = no such curve, though single readings can be large; an effect the other way counts as inactive or inconclusive. The order is random, and some 2.6% of all compounds hit somewhere here.

cpd	Compound	PTAP TSG101 blk	uPA surface inh	Eya2 inh	B2AR arrestin	BRCA1 expr up	a7 integrin act	ELG1 genotoxic	TRPV1 ag	S-ASM inh	p53 reactivator	USP2a inh
1	CC(C)Sc1nc(N2CCCC2)c2c(c1C#N)CC(C)(C)OC2	-6%	4%	-26%	-0.1%	-10%	-7%	-2%	?	-4%	16%	-10%
2	Oc1ccc(NCc2ccccc2OCc2ccccc2)cc1	-4%	-10%	-11%	7.3µM*	-75%	-46%[inhibitor]	0%	12	-1%	-20%	3%
3	CCCCCN(C(=O)CCC(=O)OCC(=O)N1CCCCC1C)c1c(N)n(CCCC)c(=O)[nH]c1=O (stereo unspecified)	0%	1%	11%	-0.6%	-11%	-6%	7%	2	0%	8%	-1%
4	Cc1cccc(-c2nnc(SCC(=O)NCc3ccc4c(c3)OCO4)n2C)c1	-2%	10%	7%	-1.0%	-27%	-22%	0%	-3	1%	-9%	2%
5	CSc1ccc(C(=O)N2CCC(CCC(=O)NC3CC3)CC2)cc1	-5%	6%	4%	0.1%	-1%	21%	-1%	11	-1%	-1%	0%
6	CCCNC(=O)CN(c1ccc(F)cc1)S(=O)(=O)c1ccc2c(c1)OCCO2	-7%	1%	-25%	0.0%	-1%	12%	0%	0	3%	2%	4%
7	CCOc1cccc(=O)c2c(C)n(C)c(C)c12	-3%	·	-5%	-1.7%	2%	1%	-4%	0	-4%	-7%	0%
8	Cc1ccc(C)c(NC(=O)COC(=O)CC2CC3CCC2C3)c1 (stereo unspecified)	-3%	2%	-4%	-1.4%	-7%	14%	-2%	·	11%	9%	5%
9	Cc1cc(C(=O)COC(=O)C23CC4CC(CC(O)(C4)C2)C3)c(C)n1-c1c(C)n(C)n(-c2ccccc2)c1=O	-1%	2%	-11%	0.1%	-15%	-5%	-1%	3	0%	0%	-2%
10	O=C(N/N=C\c1cc2c(cc1[N+](=O)[O-])OCO2)c1cccs1	0%	1%	-4%	0.2%	-1%	-19%	0%	1	-2%	13%	0%
11	O=C1CS(=O)(=O)N(Cc2ccc(F)cc2)c2ccccc21	1%	-3%	-1%	-0.2%	11%	8%	2%	·	1%	10%	1%
12	O=C(C[C@H]1C[C@H](C(=O)N2CCCCC2)[C@@]2(CCc3ccccc3)c3[nH]c4ccc(Cl)cc4c3CCN2C1=O)NCCC1=CCCCC1	0%	4%	-2%	-1.1%	-1%	-15%	15%	·	-6%	2%	2%
13	CCC(=O)Nc1c(OC(=O)CC)ccc2c(C)cc(=O)oc12	1%	-9%	6%	-0.5%	-5%	9%	3%	4	i	23%	0%
14	CNC(=O)CSc1ncnc2c1cnn2-c1ccccc1	-5%	2%	1%	0.1%	54%	0%	12%	?	0%	14%	0%
15	COc1cc(C(=O)N2CCCCCCC2)ccc1OC1CCN(C(C)=O)CC1	-5%	-1%	-12%	0.1%	-4%	-20%	9%	-4	2%	?	0%
16	Cc1ccc2c(C)nc(N/C(N)=N/S(=O)(=O)c3ccc([N+](=O)[O-])cc3)nc2c1	-8%	-6%	-12%	-0.3%	-17%	?	-7%	2	-8%	-3%	0%
17	COc1cc(-c2n[nH]c(=S)n2-c2ccc(C)cc2)cc(OC)c1OC	1%	?	6%	0.1%	-29%	?	-6%	-4	-1%	2%	-9%
18	CN(C)C(=O)CSc1nc2ccccc2c(=O)[nH]1	-1%	3%	-1%	-0.1%	-6%	-1%	3%	2	5%	8%	2%
19	CC1=C(C(=O)Nc2ccc(Cl)cc2C(=O)N2CCC(C(N)=O)CC2)SCCO1	-2%	-7%	4%	0.2%	21%	?	4%	-1	4%	10%	2%
20	CC(Cc1cccs1)NC(=O)c1cccs1 (stereo unspecified)	-4%	0%	-2%	-0.9%	?	1%	?	4	3%	12%	10%
21	COc1ccc(/C=N/NC(=O)c2ccc(COc3cccc4cccnc34)cc2)cc1OC	-3%	12%	-10%	0.5%	-10%	-10%	-12%	2	1%	-4%	6%
22	Cn1c(SCC(=O)NC2CCCC2)nc2c(c1=O)SCC2	-3%	-1%	9%	-0.4%	0%	-11%	0%	-1	3%	10%	-1%
23	O=C(Nc1ccc(N2CCOCC2)nc1)c1ccc(Cl)cc1	-1%	2%	-17%	-0.2%	27%	20%	-3%	?	0%	8%	4%
24	Cc1ccccc1CN1CCN(Cc2ccc3cccc(F)c3n2)CC1CCO (stereo unspecified)	-7%	-4%	-14%	1.8%	-54%	-3%	-9%	1	3%	-16%	-1%
25	CN(Cc1cccs1)C(=O)COc1ccc(-c2nnco2)cc1	0%	1%	20%	0.1%	14%	2%	2%	-1	-3%	-6%	0%
26	CCCCCCCCS(=O)c1sc2nc(C)cc(C)c2c1N (stereo unspecified)	-10%	-2%	0%	-0.8%	-36%	4%	-7%	6	47%[activator]	-1%	-1%
27	CN(Cc1cccs1)C(=O)CCCc1c[nH]c2ccccc12	-1%	7%	?	0.0%	?	26%	?	6	0%	3%	1%
28	CCN(CC(=O)N1CCc2ccccc2C1)S(=O)(=O)c1ccc2ccccc2c1	-12%	·	11%	-0.1%	4%	20%	-1%	24	-9%	-3%	-2%
29	CN(C)CC(c1ccccc1)c1ccccc1	-2%	1%	-4%	0.3%	5%	-3%	2%	1	-2%	-2%	3%
30	O=C(NC1CCCCC1)N1CCCC(c2nc3ccccc3[nH]2)C1 (stereo unspecified)	·	5%	-6%	-0.2%	11%	-9%	4%	1	-3%	-6%	-2%
31	Cc1ccc(S(=O)(=O)Oc2ccc(/C=C(/NC(=O)c3ccccc3)C(=O)NCC(=O)O)cc2)cc1	-5%	-3%	-5%	-1.1%	-24%	30%	1%	1	20%	4%	-4%
32	CSc1cccc(NC(=O)NCc2cccc(CNC(=O)Nc3cccc(SC)c3)c2)c1	-4%	?	2%	0.2%	-59%	-59%[inhibitor]	3%	1	0%	-12%	-12%
33	CC(=O)Nc1ccc(S(=O)(=O)N(C)CC(=O)Nc2cccc(S(=O)(=O)N3CCCC3)c2)cc1	-6%	-4%	14%	0.1%	-23%	-7%	-11%	-3	0%	-1%	7%
34	O=C(NCCc1ccncc1)C(F)(F)F	-3%	0%	-11%	-0.3%	2%	9%	-8%	0	2%	4%	0%
35	O=C(Cc1c[nH]c2ccccc12)NCc1ccccc1F	0%	11%	-4%	-0.2%	14%	0%	5%	9	5%	-1%	6%
36	CCc1ccc(OCC(=O)N2CCc3ccccc32)cc1	-3%	-7%	14%	-0.3%	?	13%	?	?	-1%	?	3%
37	NS(=O)(=O)c1ccc(NC(=O)COC(=O)CCc2ccccc2)cc1	-7%	0%	12%	-0.4%	0%	18%	-2%	5	-5%	-1%	2%
38	COC(=O)c1ccc(CSc2nnc3nc(C)cc(C)n23)cc1	-5%	-8%	-1%	0.0%	2%	1%	-1%	2	-1%	-4%	-1%
39	Cc1ccc2c(c1)c1nnc(SCC(=O)N3CCN(c4ccc(F)cc4)CC3)nc1n2CC(=O)O	-2%	0%	4%	-0.1%	-14%	0%	0%	1	0%	-1%	0%
40	COc1ccc2[nH]c(=O)c(CN(Cc3cccs3)C(=S)Nc3ccccc3)cc2c1	·	·	1%	-0.9%	·	·	-6%	-2	·	-7%	5%
41	O=C(Cc1cccc(NC(=O)C2CCCN(C(=O)C3CCC3)C2)c1)Nc1ccc(C(=O)N2CCOCC2)cc1 (stereo unspecified)	-2%	-7%	·	·	13%	-8%	·	·	3%	·	·
42	COc1cc(N2C(=O)c3ccccc3C2=O)c(Cl)cc1C(=O)OCC(=O)NCc1ccco1	-2%	0%	3%	-1.1%	-13%	-1%	0%	0	-3%	5%	2%
43	COc1ccccc1N1CCN(C2CCCN(C(=O)CC(F)(F)F)C2)CC1 (stereo unspecified)	-13%	12%	5%	-0.2%	4%	2%	-2%	1	4%	10%	0%
